Assay outcomes deposited in PubChem BioAssay by several laboratories.
MOR-DOR inv ag: inverse agonist of human OPRM1-OPRD1 heterodimerization; P35372+P41143; cell-based MOR-DOR heterodimer luminescence, inverse agonism; inhibition, % at 9.3 µM; 340,000 compounds, 0.21% hits; in the data active = inhibition above about 22%, passing the limit was not always enough;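 also: 0% = cells with DMSO and 100% = wells without cells with DMSO; values of inactives mirror those of a sister screen read the other way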
Keap1-Nrf2 PPI: disrupts human Keap1 binding to Nrf2 peptide; Q14145; Keap1 Kelch-Nrf2 peptide fluorescence polarization, 1536-well; AID 504523; inhibition, % at 9.4 µM; 340,000 compounds, 0.15% hits; in the data active = inhibition above about 12%;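 also: human Keap1 Kelch domain with fluorescein labeled Nrf2 9mer peptide probe; 0% = neutral control wells and 100% = peptide positive control; higher means more block of Keap1 binding to Nrf2 peptide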
Target sequence (Q14145 whole entry, looked up, the tested form may be a part): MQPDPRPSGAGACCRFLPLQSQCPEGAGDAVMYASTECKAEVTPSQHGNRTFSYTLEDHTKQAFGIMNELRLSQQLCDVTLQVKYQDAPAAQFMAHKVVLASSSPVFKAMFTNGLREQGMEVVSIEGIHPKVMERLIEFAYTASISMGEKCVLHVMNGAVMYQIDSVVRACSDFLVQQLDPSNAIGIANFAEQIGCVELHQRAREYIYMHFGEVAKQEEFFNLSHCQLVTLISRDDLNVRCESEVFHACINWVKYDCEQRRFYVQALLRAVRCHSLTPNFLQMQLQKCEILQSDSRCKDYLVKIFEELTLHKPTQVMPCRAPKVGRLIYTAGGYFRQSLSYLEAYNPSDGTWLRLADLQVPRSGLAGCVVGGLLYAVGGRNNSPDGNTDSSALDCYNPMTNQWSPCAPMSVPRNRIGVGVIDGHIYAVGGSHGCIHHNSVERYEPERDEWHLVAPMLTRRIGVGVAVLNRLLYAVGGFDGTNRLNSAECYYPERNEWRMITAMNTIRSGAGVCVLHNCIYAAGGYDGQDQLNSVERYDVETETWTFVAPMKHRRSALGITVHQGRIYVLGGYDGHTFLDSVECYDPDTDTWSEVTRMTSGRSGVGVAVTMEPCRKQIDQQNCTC
HTR5A ag: HTR5A agonism, opioid heterodimer counter-screen. activation, % at 9.3 µM. AID 504692. HTR5A agonist assay, luminescence, cell-based. 340,000 compounds, 0.61% hits; in the data active = activation mostly above about 9.5%, no sharp cut-off; inactive = mostly below about 7.6%;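 also: 0% = cells with vehicle only and 100% = reference agonist; strong numbers were not always called active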
Target sequence (P47898 whole entry, looked up): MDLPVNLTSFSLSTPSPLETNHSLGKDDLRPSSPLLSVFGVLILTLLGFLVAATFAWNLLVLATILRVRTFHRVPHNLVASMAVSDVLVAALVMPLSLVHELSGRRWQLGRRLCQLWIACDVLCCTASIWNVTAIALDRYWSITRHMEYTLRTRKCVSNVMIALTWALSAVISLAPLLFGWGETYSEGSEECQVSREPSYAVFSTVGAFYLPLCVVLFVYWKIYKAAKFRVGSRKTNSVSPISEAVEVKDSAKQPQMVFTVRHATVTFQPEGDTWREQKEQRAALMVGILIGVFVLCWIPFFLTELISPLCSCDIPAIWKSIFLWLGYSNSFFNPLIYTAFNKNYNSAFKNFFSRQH
CAL-PDZ inh HTS: blocks peptide binding to the human CAL PDZ domain | purified CAL PDZ, TMR-peptide fluorescence polarization, 1 h | inhibition, % at 24.9 µM | Q9HD26 | 300,000 compounds, 0.92% hits;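 active = mean inhibition of at least 30% with at least half of replicates also reaching 30%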;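 also: 0% = DMSO neutral control and 100% = excess unlabeled competitor peptide PRC23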
RTF Ca sens act: increases calcium sensitivity of human cardiac regulated thin filaments | IANBD-labeled TnC RTF fluorescence at EC20 calcium; 0% EC20 calcium, 100% full calcium | activation, % at 7.2 µM | P19429+P45379 | 340,000 compounds, 0.24% hits;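 active = activation above the mean over all tested compounds plus 3 SD, cut at about 30% in these data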;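 also: rise in fluorescence read as greater calcium sensitivity of cardiac thin filaments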
HTR5A inv ctr: HTR5A inverse agonism, opioid heterodimer counter-screen. P47898. HTR5A cell line, luminescence. inhibition, % at 9.3 µM. 340,000 compounds, 0.083% hits. AID 504634; in the data active = inhibition mostly above about 23%, no sharp cut-off; inactive = mostly below about 18%;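 also: 0% = cells with DMSO and 100% = no-cell wells with DMSO; some compounds called inactive have numbers as strong as hits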
V-ATPase pHluor: regulators of yeast V-ATPase proton transport | S. cerevisiae, pHLuorin cytosolic pH fluorescence | response, % at 10 µM | 350,000 compounds, 0.37% hits | AID 504577; in the data active = response mostly above about 7.3%, no sharp cut-off; inactive = mostly below about 5.4%; also: actives read high; inactives centre near 0; some compounds called inactive have numbers as strong as hits; reference of the scale not given here
Cardiac RTF inh: cardiac RTF calcium desensitization; P19429+P45379; IANBD-labeled cardiac RTF, Ca2+ fluorescence; inhibition, % at 7.15 µM; 340,000 compounds, 0.12% hits;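 active = inhibition above the mean inhibition of all tested compounds plus 3 SD, cut at about 17% in these data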;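 also: assay run at fixed EC70 calcium of 1.6 mM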
OPRM1-OPRD1 ag: OPRM1-OPRD1 heterodimerization agonism; cells, luminescence; activation, % at 9.3 µM; 340,000 compounds, 0.3% hits; AID 504326; in the data active = activation above about 18%;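 also: 0% = vehicle-treated cells and 100% = reference agonist; values of inactives mirror those of a sister screen read the other way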
C-LANA FP: KSHV C-LANA DNA binding inhibition; MBP-C-LANA/FAM-LBS DNA binding, fluorescence polarization; 340,000 compounds, 0.078% hits; inhibition, % at 9 µM;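 active = highest replicate inhibition at or above 60% at 9 µM, even if other replicates fall short; inactive = all replicates below 60% inhibition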;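 also: 0% = neutral control wells and 100% = 4 µM acridine orange control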
Numbers without * were called inactive; x = no result given.

Order of values – MOR-DOR inv ag | Keap1-Nrf2 PPI | HTR5A ag | CAL-PDZ inh HTS | RTF Ca sens act | HTR5A inv ctr | V-ATPase pHluor | Cardiac RTF inh | OPRM1-OPRD1 ag | C-LANA FP
#1 COc1ccc(COCC(O)CN2CC(C)OC(C)C2)cc1OC (configuration not stated)
    -9 | -5 | 1 | -3 | 3 | 9 | -6 | -24 | 1.5 | 0.9
#2 CCOC(=O)Nc1nn(-c2ccc(C)cc2)c(=O)c(C#N)c1C
    8 | 1 | 3 | -5 | 1 | -9 | 11 | -5 | -1.6 | -1.4
#3 O=C1c2ccccc2C(=O)N1Cc1cccnc1
    15 | -3 | 0 | 0 | -4 | 19 | 1 | -4 | -2.9 | -1.3
#4 O=C(COC(=O)Cc1ccc(Cl)cc1)NCc1ccc2c(c1)OCO2
    -4 | -1 | -6 | -2 | -7 | 17 | 3 | 1 | 0.6 | 0.2
#5 O=c1ccc(-c2ccc(S(=O)(=O)N3CCN(c4cccc(Cl)c4)CC3)o2)n[nH]1
    13 | -1 | 1 | 2 | 2 | 11 | 2 | -8 | -2.5 | -0.4
#6 Cc1cc(NC(=O)CN(C)S(=O)(=O)c2cccc(Cl)c2)no1
    12 | -1 | 0 | 112* | 2 | 0 | 1 | -9 | -2.1 | 0.5
#7 O=C(CCC1CCCN(C(=O)c2cccs2)C1)N1CCN(c2ccccn2)CC1 (configuration not stated)
    -11 | 1 | 3 | x | -2 | -16 | 3 | -6 | 2.2 | -3.0
#8 O=C(NCC1CCCO1)c1onc(CSc2ccc(F)c(F)c2)c1C(=O)O (configuration not stated)
    9 | 4 | -3 | -1 | -5 | 8 | 2 | -3 | -1.5 | 1.3
#9 CC1(c2cccc(Br)c2)NC(=O)N(CC(=O)N2CCN(C(=O)c3ccco3)CC2)C1=O (configuration not stated)
    20 | -7 | 9 | -7 | 1 | -22 | 1 | 2 | -4.9 | 0.2
#10 C/C(=N\NC(=O)c1cccc([N+](=O)[O-])c1)c1cccnc1
    12 | -2 | 3 | -2 | -6 | -9 | 4 | 0 | -2.5 | -2.6
#11 S=C1NC(c2ccccc2)=NCN1c1ccccc1
    12 | 3 | 0 | 0 | 2 | -4 | -1 | -3 | -2.0 | -0.5
#12 C#CCOCCOCCOCCNc1nc(N2CCN(C(=O)[C@H](C(C)C)n3cc(CCO)nn3)CC2)nc(N2CCN(C(=O)[C@H](C)n3cc(CCCN=C(N)N)nn3)CC2)n1
    2 | -6 | -5 | 0 | -1 | 13 | 2 | -4 | -0.3 | 1.6
#13 COc1cc(OC)c2c3c(c(C4CCCCC4)nc2c1)CCC3
    -3 | -4 | 6 | -5 | 1 | -20 | 5 | -3 | 0.8 | -1.2
#14 COc1cccc(OCC(=O)N2CCCc3ccccc32)c1
    5 | -3 | 10* | 3 | -2 | -28 | 1 | -1 | -0.6 | -0.9
#15 C=CCNCC(=O)Nc1sc2c(c1C(=O)Nc1ccc(OC)cc1OC)CCC2
    2 | 0 | 5 | 0 | -4 | 13 | -5 | -4 | -0.3 | 0.2
#16 CN(C)S(=O)(=O)Oc1cccc(C(=O)Nc2ccc(Cl)c(Cl)c2)c1
    -16 | -5 | 8 | -4 | -7 | -4 | -5 | -3 | 2.5 | -1.4
#17 COc1ccc(NC(=O)N[C@@H](CCSC)C(=O)O)cc1Cl
    16 | -4 | 0 | 2 | 5 | -1 | 0 | 8 | -3.3 | -1.5
#18 COc1cccc2sc(N(CCCN(C)C)C(=O)C(c3ccccc3)c3ccccc3)nc12
    -7 | 5 | 1 | -3 | 3 | -3 | -2 | -6 | 1.3 | -1.0
#19 COc1ccc(Cl)cc1C(=O)NNC(=O)c1nn(C)c(=O)c2ccccc12
    14 | -1 | 2 | 0 | -2 | 10 | x | 3 | -3.7 | 0.2
#20 COc1ccc(CCN2C(=O)CC(Cc3ccc(C)cc3)C2=O)cc1OC (configuration not stated)
    -3 | 4 | 3 | -2 | 1 | -7 | 0 | -4 | 0.5 | -0.2
#21 O=C(OCC(=O)N1CCCCC1)c1ccccc1SCC(=O)N1CCCCC1
    9 | -9 | 4 | 0 | 3 | -9 | 2 | 3 | -1.9 | -4.7
#22 Cc1ccsc1C1C(C#N)=C(N)N(N(C)C)C2=C1C(=O)CC(C)(C)C2 (configuration not stated)
    13 | -2 | -2 | 0 | -2 | 7 | 3 | -3 | -2.7 | 0.4
#23 O=C(Nc1ccc(C(=O)Nc2ccccc2Cl)cc1)c1cccnc1
    4 | -4 | 4 | -2 | 5 | -15 | 2 | -4 | -0.7 | 1.2
#24 O=C(CCC(=O)c1cccs1)NCC(=O)Nc1ccc(F)c(F)c1F
    0 | -5 | -4 | -3 | -3 | 12 | 0 | -7 | 0.0 | 0.1
#25 COc1ccc(OCC(=O)Nc2ccccc2OC)cc1
    -4 | -5 | 3 | -5 | 6 | -8 | 7 | -4 | 0.6 | 1.1
#26 CCN1C[C@@H]2[C@@H]3C(=O)N(Cc4ccccc4)C(=O)[C@@H]3[C@](C)(C1=O)N2C(=O)c1ccc(Cl)c(Cl)c1
    3 | -1 | 6 | -3 | 1 | -18 | -2 | -9 | -0.5 | 0.3
#27 CC(=O)Nc1c(NC(C)C)c2ccccc2oc1=O
    9 | 4 | -3 | 1 | 6 | -17 | -4 | -6 | -1.4 | -1.1
#28 C=CCN(C(=O)Cn1ncc2c1-c1cc(C)ccc1OC2)c1ccccc1
    15 | -3 | -5 | 3 | -7 | 14 | -1 | -5 | -3.0 | 1.5
#29 CC1CCN(C(=O)COC(=O)c2ccc(Br)o2)CC1
    10 | 3 | 4 | 4 | -2 | -22 | 2 | -6 | -2.0 | -0.7
#30 O=C(NC1CCCC1)C(c1ccncc1)N(C(=O)c1ccco1)c1ccc(F)c(Cl)c1 (configuration not stated)
    -8 | -1 | -1 | -2 | 2 | 6 | -2 | -11 | 1.2 | -0.4
#31 COc1ccc(C(=O)Nc2ccc(-c3ccc(C)o3)cc2)cc1S(=O)(=O)N1CCOCC1
    -3 | -14 | 4 | -6 | -7 | -8 | 1 | 0 | 0.5 | 0.7
#32 COc1cccc(NC(=S)N(C)C2CCN(C)CC2)c1
    8 | -5 | 4 | -2 | 7 | -15 | 6 | -10 | -1.7 | 0.6
#33 CN(C)S(=O)(=O)c1ccc(C(=O)OCC(=O)c2ccc3c(c2)NC(=O)CO3)cc1
    -1 | 4 | 7 | -2 | 9 | -12 | 6 | -4 | 0.2 | -1.4
#34 Cc1nc(NS(=O)(=O)c2ccccc2)sc1C(=O)NN
    x | -3 | x | -2 | x | x | -2 | x | x | 0.4
#35 CCOC(=O)c1oc2ccccc2c1NC(=O)c1cccs1
    -12 | -1 | -3 | 0 | -2 | -8 | 0 | 0 | 2.1 | 1.9
#36 CCOC(=O)C1=C(C)NC(=S)NC1c1ccc(C)s1 (configuration not stated)
    12 | 2 | -1 | -4 | 3 | 3 | -2 | -3 | -2.5 | 1.4
#37 C=CCc1c(C)nc(-c2ccccc2)nc1Nc1ccccc1O
    -3 | -2 | 0 | 4 | 8 | -5 | 2 | -1 | 0.7 | 8.9
#38 Cc1[nH]nc2c1C(c1ccccn1)N(c1ccc(Br)cc1)C2=O (configuration not stated)
    -4 | -2 | -1 | 0 | -1 | -12 | 1 | -6 | 0.8 | -0.3
#39 O=[N+]([O-])c1ccc(N2CCN(CCO)CC2)cc1Sc1nc2ccccc2[nH]1
    -117 | 0 | 0 | -42 | -1 | 1 | 0 | -2 | 19* | 3.1
#40 COc1ccc(-c2ccnc(SCC(=O)Nc3ccccn3)n2)cc1
    0 | -1 | 6 | x | -3 | -7 | 5 | 1 | -0.1 | -0.6
#41 O=C(N/N=C\c1ccncc1)c1ccccc1O
    22 | -2 | -1 | -7 | -5 | -20 | -2 | 17 | -4.3 | 1.1
#42 Nc1ccc[n+](CC(=O)c2ccccc2)c1
    11 | 0 | 1 | -2 | -1 | -5 | -4 | -2 | -2.3 | 16
#43 Cc1ccc(S(=O)(=O)N2CCCC2)cc1C(=O)NCC(C)(C)N1CCOCC1
    -6 | -4 | 5 | x | -2 | -15 | -1 | -5 | 1.5 | -0.5
#44 Cn1ccnc1SCc1cn2ccccc2n1
    10 | -5 | -3 | -2 | 8 | -9 | x | -9 | -1.7 | 0.5
#45 COc1ccc(S(=O)Cc2ccc(C(=O)NCc3cccc(OC)c3)o2)cc1 (configuration not stated)
    17 | -1 | 3 | x | -4 | 14 | 2 | -2 | -3.4 | -0.9
#46 O=C(Nc1cccc(S(=O)(=O)N2CCCCC2)c1)c1ccc2ccccc2n1
    3 | -2 | 4 | -5 | -1 | 3 | 0 | 12 | -0.6 | -0.1
#47 COc1ccccc1OCC(=O)O/N=C(\N)c1ccccn1
    13 | -2 | -2 | 0 | 0 | 20 | 3 | 1 | -2.5 | 0.9
#48 C/C=C(/C)C(=O)Nc1cccc(C2=NOC3(C2)C[C@@H](C(N)=O)N(C(=O)c2ccc(OC)cc2)C3)c1 (some centres not stated)
    2 | 0 | 1 | -3 | 0 | -3 | 0 | 0 | -0.3 | -0.7
#49 COc1cc2c(cc1OC)C(COc1ccc(F)cc1)N(C(C)=O)CC2 (configuration not stated)
    6 | -2 | 1 | -3 | 1 | -3 | 2 | -10 | -1.2 | -0.6
#50 O=C(N/N=C/c1c[nH]c2ccccc12)c1cc(Br)ccc1O
    11 | 3 | 1 | 0 | -4 | -3 | 1 | 3 | -2.5 | -0.6
#51 CC(C)CNC(=O)c1cccc(NC(=O)CSc2ccc(Cl)cc2)c1
    -1 | 0 | -3 | -6 | 3 | 9 | 0 | -5 | 0.2 | 0.3
#52 CCCn1c(=N)c(S(=O)(=O)c2ccccc2)cc2c(=O)n3cccc(C)c3nc21
    17 | 0 | 7 | -6 | -7 | -13 | -2 | -6 | -2.8 | -1.3
#53 N#Cc1c(C#N)c(SSc2c(C#N)c(C#N)c(N)n2-c2ccccc2)n(-c2ccccc2)c1N
    -16 | 2 | -5 | 0 | 0 | 18 | -5 | -7 | 3.2 | 1.7
#54 CC(C)(C)c1ccc(C(=O)Nc2ccc([N+](=O)[O-])cn2)cc1
    -1 | 1 | 7 | -2 | 1 | -20 | -2 | -12 | 0.2 | -1.3
#55 CN(C(=O)c1ccc(NC(=O)Cc2cccc(NC(=O)C3CCCN(C(=O)CCc4ccccc4)C3)c2)cc1)C1CC1 (configuration not stated)
    4 | 1 | 3 | -11 | 0 | -11 | 1 | -6 | -0.9 | 1.4
#56 Cc1ccc2nsnc2c1S(=O)(=O)NCc1cccnc1
    10 | 5 | -6 | -1 | 5 | 16 | -1 | 6 | -2.1 | -0.1
#57 S=c1[nH]c(-c2ccccc2)cn1/N=C/c1ccccc1Br
    -23 | -3 | 4 | x | 5 | -11 | -1 | 0 | 4.5 | 0.8
#58 CCN1CCN(CCCOc2ccc(Cl)cc2Br)CC1
    -3 | 0 | 12 | x | 2 | -11 | -4 | -11 | 0.6 | -1.4
#59 CCCCCNc1nc(N2CCCC2)c2c(c1C#N)CCN(C)C2
    -21 | -2 | 7 | 0 | 2 | -11 | 4 | -13 | 3.6 | 1.1
#60 Cc1ccc(-c2csc(NC(=O)c3c(C)noc3C)n2)s1
    -11 | -1 | 1 | -2 | -1 | -4 | -2 | -12 | 2.4 | 0.6

Compounds as they come. About 2.8% of those tested had a hit in this group.
